# XiGFP reactiv: activators of inactive X chromosome reactivation, primary screen, imaging, XiGFP fibroblasts, GFP high-content imaging, set 2; XiGFP mouse fibroblasts, % GFP-positive cells imaging, 3 d; cells co-treated with 5-aza-dC sensitizer; scaled so ellipticine positive control = 100%; activation, % at 7.58 µM; actives 0.055% (n = 360,000);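 active means mean normalized replicate activation at least 10% and every replicate at or above 10%; inconclusive means only one of the two criteria met; inactive means mean below 10% and not all replicates reach 10%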;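 further: 0% = median of on-plate neutral control wells and 100% = ellipticine 6 µM median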
#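 System: 68-5-11 XiGFP fibroblast line; Timing: 3 days compound exposure; Compound dosing: one concentration, pinned; Benchmarks: positive control ellipticine, 6 µM final; Buffer or medium: DMEM containing 5-aza-dC.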
# S100A4 MyoIIA: inhibitors of S100A4-myosin IIA peptide binding, primary screen, biochemical, fluorescence polarization, TAMRA-MyoIIA peptide; actives 0.14% (n = 360,000); Protein S100-A4 (Homo sapiens), P26447; inhibition, % at 10.7 µM;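 active means mean inhibition of at least 70% across replicates, with every replicate also reaching that level; inconclusive means mean inhibition reaches 70% but some replicates fall short; inactive means mean inhibition below 70%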
# Target sequence (P26447 whole entry, looked up): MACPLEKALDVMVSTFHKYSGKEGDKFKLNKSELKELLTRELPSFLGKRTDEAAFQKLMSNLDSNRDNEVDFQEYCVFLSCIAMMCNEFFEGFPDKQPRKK
#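 Test system: S100A4 monomer protein. Medium: HEPES buffer with Ca2+, pH 7.2. Reagent: fluorescent myosin IIA peptide, 5 nM. Compound dosing: single-point compound testing. Timing: 5 min between mix addition and reading. Benchmarks: DMSO neutral and TFP positive wells.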
# EWS-Fli block: EWS/Fli-driven NR0B1 reporter inhibitors, primary screen, A673 cells, NR0B1 luciferase, luminescence, MLPCN library; viability-normalised; actives 0.67% (n = 350,000); inhibition, % at 12.6 µM; AID 651661, 2012;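 active means mean inhibition of at least 50% after viability correction, with every replicate also passing that limit; inconclusive means mean reaches 50% but only one of two replicates passes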;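 further: firefly luciferase signal divided by Alamar Blue viability fluorescence both relative to DMSO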
# FN deposit inh: inhibitors of fibronectin matrix deposition, primary screen, AH1F cells, Alexa488-fibronectin fluorescence, plate reader; AH1F fibroblasts, overnight; inhibition, % at 12.6 µM; actives 0.086% (n = 350,000);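 active means mean inhibition across replicates of 30% or more, regardless of how many single replicates reach that level; inconclusive means mean under 30% yet at least half of replicates reach 30%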;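 further: positive control wells lacked labelled fibronectin entirely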
#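 Assay system: AH1F fibroblasts assembling fluorescent fibronectin matrix; Amount: 10000 AH1F cells per well; Buffer or medium: DMEM, 2% serum; Probe or stimulus: Alexa488-fibronectin, 24 nM final in well; Doses: single compound dose, delivered by pin transfer; Incubation: 1 h adhesion, overnight exposure; Measured by: fluorescence 485/525 nm; Read-out: fibronectin deposition inhibition.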
# RAD52 inh: RAD52 DNA annealing inhibitors, primary screen, biochemical, FRET, single point, set 2; DNA repair protein RAD52 homolog (Homo sapiens), P43351; inhibition, % at 18.7 µM; recombinant RAD52 DNA annealing, FRET fluorescence; actives 0.46% (n = 360,000); AID 651710, 2012;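 active means every replicate showing at least 50% inhibition; inconclusive means mean inhibition at least 50% but not in every replicate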
# RAD54 branch: inhibitors of human RAD54 branch migration, primary screen, biochemical, fluorescence, single point; DNA repair and recombination protein RAD54-like (Homo sapiens), Q92698; RAD54 Holliday junction branch migration, FAM/BHQ fluorescence; inhibition, % at 10.4 µM; actives 0.14% (n = 360,000);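 active means mean normalized replicate activity at least 40 and at least half of replicates scoring 40 or more; inconclusive means only one of the two criteria met; inactive means mean below 40 and under half of replicates reaching 40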;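 further: 0% = median of neutral control wells and 100% = median of positive control wells; inhibitors cause a drop in the FAM fluorescence signal; in these data hits start at about 50%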
# esBAF inh: Bmi1 luciferase reporter increase in mESCs, primary screen, esBAF inhibitor project, mouse ES cells, Bmi1 luciferase knock-in, single point; reporter increase, % at 12.5 µM; 24 h; 100% = twice the neutral-well signal; AID 602393, 2012; actives 2% (n = 350,000); in the data active means activation above about 40%; inconclusive means no clear call, values can overlap the other calls;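 further: 0% = median of the plate's neutral control wells and 100% = double that signal; a rise in the Bmi1 reporter signal indicates esBAF inhibition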
# E-sel inducer: E-selectin induction in HUVECs, primary screen, imaging, HUVEC, immunofluorescence imaging, single point; P16581; normalized: neutral wells 0, TNF-alpha wells 100; activation, % at 7.58 µM; actives 0.37% (n = 260,000); AID 686992, 2013;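 active means mean E-selectin-positive cell signal at least 10% of the positive control, reached in at least 60% of replicates, without over 20% cell loss; inconclusive means no rule given, readout overlaps actives, possibly toxicity-flagged; inactive means the rest, including those meeting only one limit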;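 further: in these data hits start at about 27%; measured in HUVEC primary endothelial cells; signal is the percent of cells scored E-selectin positive by PE staining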
# Target sequence (P16581 whole entry, looked up): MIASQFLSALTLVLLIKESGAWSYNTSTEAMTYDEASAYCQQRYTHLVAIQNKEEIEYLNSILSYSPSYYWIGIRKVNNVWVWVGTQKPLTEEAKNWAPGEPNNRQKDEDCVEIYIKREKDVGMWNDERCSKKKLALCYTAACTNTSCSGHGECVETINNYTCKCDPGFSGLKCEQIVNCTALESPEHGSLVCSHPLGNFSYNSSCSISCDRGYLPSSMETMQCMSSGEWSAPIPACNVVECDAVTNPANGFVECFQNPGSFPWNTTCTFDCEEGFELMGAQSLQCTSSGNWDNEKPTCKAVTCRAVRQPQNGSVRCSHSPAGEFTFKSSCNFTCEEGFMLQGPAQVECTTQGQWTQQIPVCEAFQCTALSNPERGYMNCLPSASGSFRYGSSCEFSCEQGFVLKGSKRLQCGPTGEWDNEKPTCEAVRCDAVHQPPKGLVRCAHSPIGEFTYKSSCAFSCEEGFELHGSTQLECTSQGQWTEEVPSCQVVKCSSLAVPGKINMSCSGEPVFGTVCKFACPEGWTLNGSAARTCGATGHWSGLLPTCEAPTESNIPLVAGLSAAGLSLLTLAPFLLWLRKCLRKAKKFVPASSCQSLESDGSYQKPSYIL
#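 Assay system: HUVEC, human umbilical vein endothelial cells / Amount: 3,000 HUVEC/well / Controls: TNF-alpha positive control, DMSO neutral control / Compound dosing: single concentration / Medium: EGM-2 over gelatin coat / Evaluation: percent E-selectin-positive cells / Signal: immunofluorescence imaging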
# The depositor's hits bear a star; ? = inconclusive; . = no result given.
No.	mol	XiGFP reactiv	S100A4 MyoIIA	EWS-Fli block	FN deposit inh
1	CC(C)C#Cc1cnc2c(c1)C(=O)N([C@H](C)CO)C[C@@H](C)[C@H](CN(C)C(=O)CN1CCOCC1)O2	0.2	?	-4.9	-21.2
2	CC(C)=CCC[C@](C)(O[C@@H]1O[C@H](CO[C@@H]2O[C@H](CO)[C@@H](O)[C@H](O)[C@H]2O)[C@@H](O)[C@H](O)[C@H]1O)C1CC[C@]2(C)C1C(=O)CC1[C@@]3(C)CC[C@H](O[C@H]4O[C@@H](CO)[C@H](O)[C@@H](O)[C@@H]4O)C(C)(C)C3CC[C@]12C (stereo not given in full)	-0.1	28.9	-0.4	-3.3
3	CO[C@H]1CN(C)C(=O)c2ccc(NS(=O)(=O)c3ccc(Cl)cc3)cc2OC[C@@H](C)N(C(=O)NC(C)C)C[C@@H]1C	-0.1	-9.9	-8.0	4.4
4	Cc1ccc(CSc2nc3nc(C)cc(C)n3n2)cc1	0.1	13.7	-24.2	6.0
5	Cc1ccc(S(=O)(=O)N(C)C[C@@H]2OCCCC[C@@H](C)Oc3ccc(NS(=O)(=O)c4cn(C)cn4)cc3C(=O)N([C@H](C)CO)C[C@H]2C)cc1	0.2	8.5	-1.9	-1.1
6	O=C(Nc1ccc(F)cc1)N1CC(=O)N2[C@@H](CO)[C@H](c3ccc(-c4ccccc4)cc3)[C@@H]2C1	0.1	17.0	4.6	-4.1
7	O=C1c2cccc3cccc(c23)C(=O)N1CCCn1ccnc1	0.1	-6.1	1.3	0.8
8	c1nc(N2CCCCCC2)c2[nH]cnc2n1	0.3	-1.4	-13.3	6.7
9	CCc1cc(C(=O)OC)c(NC(=O)CSc2nccn2C)s1	0.1	2.4	14.8	.
10	CC1CCCN(C(=O)COC(=O)COc2ccc(C#N)cc2)C1 (stereo not given)	0.0	-9.5	-17.6	8.2
11	CCc1ccccc1NC(=O)CN(C)C(=O)Cn1cnc2ccc(Cl)cc2c1=O	0.4	0.7	-1.9	2.6
12	Cc1ccc(S(=O)(=O)N(C)CC(=O)N(CC(C)C)C2CCS(=O)(=O)C2)cc1 (stereo not given)	0.0	0.0	-5.4	3.9
13	CC(C)(C)n1nc2c(c1NC(=O)c1ccc(C(F)(F)F)cc1)CS(=O)(=O)C2	-0.1	-1.4	.	-7.0
14	CC(C)CC#Cc1ccc2c(c1)O[C@@H](CN(C)C(=O)Cc1ccccc1)[C@H](C)CN([C@H](C)CO)S2(=O)=O	0.0	1.0	27.6	-3.9
15	Cc1ccc(Nc2nc(-c3sc(NC(=O)c4ccccc4)nc3C)cs2)cc1	0.0	5.4	-7.2	-32.2

No.	RAD52 inh	RAD54 branch	esBAF inh	E-sel inducer
1	7.6	-1.2	-0.3	0.9
2	-11.5	7.7	10.6	-0.2
3	14.2	0.9	0.2	0.0
4	-7.0	0.3	3.2	.
5	7.0	-5.7	-1.7	.
6	9.0	.	.	0.3
7	32.8	51.4*	1.4	0.3
8	-18.4	11.6	2.6	1.1
9	-8.7	-1.8	-2.0	0.6
10	-13.6	0.7	-4.6	-0.7
11	-14.2	.	3.9	15.3
12	10.7	-11.4	-3.6	.
13	-10.3	-7.4	-5.2	0.1
14	15.2	6.4	-3.0	-0.4
15	-23.0	5.5	21.4	0.1

# (cont.)
No.	mol	XiGFP reactiv	S100A4 MyoIIA	EWS-Fli block	FN deposit inh
16	CC(=O)Nc1ccc(S(=O)(=O)N/N=C/c2cccnc2)cc1	-0.1	1.7	-7.8	1.0
17	COc1ccc(C(=O)Oc2cc(N)n(S(=O)(=O)c3ccc(C)cc3)n2)cc1	0.0	4.7	5.1	-4.9
18	Clc1cccc(Cc2c(-c3cccc(Cl)c3)nc3ccc(Cl)cn23)c1	0.2	-23.1	-54.9	5.9
19	CN(CC(=O)Nc1ccc(Cl)cc1)CC(=O)Nc1cccc(Br)c1	0.1	-3.2	5.3	0.8
20	C[C@H](CO)N1C[C@H](C)[C@H](CN(C)S(=O)(=O)c2ccccc2)Oc2ccc(NC(=O)Nc3ccc4c(c3)OCO4)cc2C1=O	0.0	-2.0	6.6	.
21	COCC#Cc1ccc2c(c1)O[C@@H](CN(C)C(=O)NC(C)C)[C@H](C)CN([C@H](C)CO)S2(=O)=O	0.1	2.3	-9.1	4.1
22	C(=N\Nc1nc(N2CCCC2)nc(N2CCCC2)n1)/c1cccnc1	0.0	7.3	-4.0	0.5
23	O=C(C1CC1)N1CC(=O)N2[C@H](CO)[C@@H](c3ccc(Br)cc3)[C@@H]2C1	0.0	1.2	2.6	-0.3
24	CN(C)CCCn1c2c(c(SCC(=O)Nc3cccc4ccccc34)nc1=O)CCC2	-0.2	-6.3	1.1	-1.2
25	COc1ccc(-c2ccc3c(c2)[C@@H]2[C@@H](CCN2Cc2ccncc2)[C@@H](CO)N3)cc1	0.1	.	-1.8	15.8
26	Cc1ccc(C)c(OCc2cc(C(=O)N3CCN(c4ccccc4C)CC3C)no2)c1 (stereo not given)	0.4	-4.5	-28.3	1.9
27	N#Cc1ccc(Cl)cc1NC(=O)CN1C(=O)C(=O)N(CCC2=CCCCC2)C1=O	-0.1	-3.1	1.1	0.4
28	O=C(CC1C(=O)CCCC1=O)c1ccccc1	0.0	0.9	-3.5	5.7
29	O=C(O)c1ccc(Cl)c(S(=O)(=O)NCc2cccnc2)c1	0.1	-3.1	4.0	6.2
30	N#Cc1nc(-c2ccco2)oc1NCc1ccccc1Cl	0.0	6.8	-3.7	0.0

No.	RAD52 inh	RAD54 branch	esBAF inh	E-sel inducer
16	-5.4	-2.6	4.7	0.0
17	-14.2	3.7	-3.4	.
18	-157.1	-10.1	35.2	-0.4
19	-10.0	0.2	6.9	0.5
20	-1.7	-2.0	-2.3	-3.6
21	-0.9	-3.1	6.5	0.5
22	4.1	.	.	2.0
23	-5.6	.	.	0.2
24	-7.5	11.8	-2.7	0.0
25	.	-8.6	1.6	-0.1
26	-17.5	-13.2	.	7.6
27	-32.0	6.8	0.9	0.2
28	-15.3	.	.	1.9
29	-23.6	-6.1	-0.6	3.0
30	-7.6	-7.1	1.8	0.2

# The list continues:
No.	mol	XiGFP reactiv	S100A4 MyoIIA	EWS-Fli block	FN deposit inh
31	CCC(=O)N1CC2(C1)[C@@H](c1ccc(-c3ccc(C)cc3)cc1)[C@H](CO)N2S(=O)(=O)CC	0.0	3.9	0.2	.
32	CCC(C)NC(=O)C(Sc1ccccc1)c1ccccc1 (stereo not given)	0.0	3.3	8.9	-2.3
33	O=C(Nc1cc([N+](=O)[O-])ccc1O)NC1CCS(=O)(=O)C1 (stereo not given)	0.0	-5.7	2.1	1.2
34	O=C(CS(=O)Cc1ccccc1Cl)Nc1ccccc1Cl (stereo not given)	0.0	0.3	-4.1	-6.3
35	COc1cccc(NC(=S)NNC(=O)Cn2nc(C(F)F)cc2C(F)F)c1	0.0	8.4	-4.8	-0.8
36	COCC(=O)N1[C@@H](CO)[C@@H]2c3ccccc3N(C(=O)Nc3ccccc3F)C[C@@H]21	-0.1	-1.0	-12.5	.
37	C[C@H](CO)N1C[C@H](C)[C@H](CN(C)C(=O)NC2CCCC2)Oc2cc(C#Cc3ccc(F)cc3)ccc2S1(=O)=O	-1.4	-22.0	27.6	-3.1
38	Cc1ccccc1CSc1nnc(-c2cnccn2)n1C	0.0	0.0	-27.9	7.9
39	COc1ccccc1-c1nnc(SCC(=O)NC2CCS(=O)(=O)C2)n1CCc1ccccc1 (stereo not given)	0.0	4.8	0.8	10.0
40	Cc1ccnc(NC(=O)Cc2ccc(-c3ccccc3)cc2)c1	-0.1	-4.5	.	-2.8
41	CC(C)c1ccccc1N=C1SCCCN1C(=O)c1cccc(N2C(=O)CCC2=O)c1	0.1	-5.6	7.8	-16.9
42	N#C[C@H]1[C@@H](c2ccccc2)[C@@H](CO)N1C(=O)Cc1ccccn1	-0.1	-0.7	6.7	-9.2
43	COc1ccc(/C=N/NC(=O)c2ccncc2)cc1CN1CCOCC1	-0.1	-4.5	1.6	1.8

No.	RAD52 inh	RAD54 branch	esBAF inh	E-sel inducer
31	-22.8	.	.	0.1
32	-6.5	.	.	.
33	-3.5	-0.2	-5.3	1.7
34	-11.3	.	.	.
35	-33.0	.	.	1.2
36	15.8	0.1	4.4	0.6
37	-11.1	-3.6	-2.6	1.2
38	-11.3	4.9	.	.
39	-14.2	.	3.0	.
40	-33.4	-3.0	.	0.1
41	-7.1	.	-0.6	.
42	-17.5	-16.4	-3.3	0.0
43	-3.6	.	-2.4	0.0

# Filtered by structure: the entries above containing bromine (two)
No.	mol	XiGFP reactiv	S100A4 MyoIIA	EWS-Fli block	FN deposit inh
19	CN(CC(=O)Nc1ccc(Cl)cc1)CC(=O)Nc1cccc(Br)c1	0.1	-3.2	5.3	0.8
23	O=C(C1CC1)N1CC(=O)N2[C@H](CO)[C@@H](c3ccc(Br)cc3)[C@@H]2C1	0.0	1.2	2.6	-0.3

No.	RAD52 inh	RAD54 branch	esBAF inh	E-sel inducer
19	-10.0	0.2	6.9	0.5
23	-5.6	.	.	0.2

# Whole records as entered above. Screens in order: XiGFP reactiv, S100A4 MyoIIA, EWS-Fli block, FN deposit inh, RAD52 inh, RAD54 branch, esBAF inh, E-sel inducer
# Cc1ccnc(NC(=O)Cc2ccc(-c3ccccc3)cc2)c1 across the screens: -0.1, -4.5, ., -2.8, -33.4, -3.0, ., 0.1
# c1nc(N2CCCCCC2)c2[nH]cnc2n1 across the screens: 0.3, -1.4, -13.3, 6.7, -18.4, 11.6, 2.6, 1.1
# N#Cc1nc(-c2ccco2)oc1NCc1ccccc1Cl across the screens: 0.0, 6.8, -3.7, 0.0, -7.6, -7.1, 1.8, 0.2

# Not a hit list; overall some 3% were active at least once.
